# IP6K1 inh: Primary qHTS assay for small molecule inhibitors of Inositol hexaphosphate kinase 1 (IP6K1); activity change, % (series mostly up to about 58 µM); Inositol hexakisphosphate kinase 1 (Homo sapiens), Q92551; IP6K1 kinase, ADP-Glo luminescence, 2 h; hits give low values; actives 0.81% (n = 140,000); AID 1645851, 2021; in the data active = activity change below about -25%
#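 ADP-Glo luminescence measures ADP made by human IP6K1 during a 2 h RT reaction with ATP/IP6 (mix at 1.3 mM/130 uM); top library doses 57.5 and 19.1 uM final.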
# SNCA expr inh: Primary qHTS assay for inhibitors of alpha-synuclein gene (SNCA) expression; HEK-293 SNCA-luciferase knock-in, luminescence, 24 h; Potency, µM (series often up to 57.2 µM), inactives show at the top dose activity change, negative = inhibition, usual class: inhibitors; actives 0.17% (n = 140,000);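 note: potency is the fitted concentration of half-maximal effect; plate controls were DMSO cells for no effect and cell-free wells for full effect; nearly all actives have a fitted effect of over 45% in size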
# NIH3T3 tox: Cytotoxic Profiling in NIH 3T3 Cell Line of Diverse Libraries Using Quantitative High-Throughput Screening; NIH 3T3 viability, CellTiter-Glo ATP luminescence, 48-72 h; Potency, µM (top dose mostly 96.7 µM), for inactives: top-dose activity change, negative = cytotoxicity, actives largely listed as inhibitors; actives 4.3% (n = 94,000); AID 1345082, 2018; note: potency is the fitted concentration of half-maximal effect; nearly all actives have a fitted effect of over 55% in size
#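 First NIH 3T3 cells are plated at 400 cells/well; next compound is pinned in; then plates incubate 48 or 72 hr at 37 °C; finally CellTiter-Glo is added and luminescence read after 10 min.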
# GPT2 inhibitor: Primary qHTS assay for inhibitors of Glutamate pyruvate transaminase 2 (GPT2); Alanine aminotransferase 2 (Homo sapiens), Q8TD30; Recombinant GPT2, coupled pyruvate oxidase/HRP Amplex Red fluorescence; Potency, µM (series often up to 57.7 µM), for the others: top-dose activity change, negative = inhibition, usual class: inhibitors; actives 0.25% (n = 100,000); note: potency is the fitted concentration of half-maximal effect; nearly all actives have a fitted effect of over 60% in size; many of its hits are not listed in these tables
# Target sequence (Q8TD30 whole entry, looked up): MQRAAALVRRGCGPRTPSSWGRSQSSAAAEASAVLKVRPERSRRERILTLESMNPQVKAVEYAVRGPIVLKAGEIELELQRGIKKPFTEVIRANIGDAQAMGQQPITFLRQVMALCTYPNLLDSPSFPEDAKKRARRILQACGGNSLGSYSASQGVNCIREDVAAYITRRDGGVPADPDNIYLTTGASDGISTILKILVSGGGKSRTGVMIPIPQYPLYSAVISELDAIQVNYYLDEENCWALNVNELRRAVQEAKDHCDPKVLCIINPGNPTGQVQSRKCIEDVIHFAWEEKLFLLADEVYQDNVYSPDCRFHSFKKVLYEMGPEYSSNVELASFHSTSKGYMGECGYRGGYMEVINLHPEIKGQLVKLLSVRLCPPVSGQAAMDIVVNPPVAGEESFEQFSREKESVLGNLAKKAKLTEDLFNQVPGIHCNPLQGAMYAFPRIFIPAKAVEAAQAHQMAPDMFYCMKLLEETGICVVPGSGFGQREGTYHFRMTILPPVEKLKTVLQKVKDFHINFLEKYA
#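 GPT2 10ng/uL, a-KG 250uM, L-Ala 2mM, HEPES pH7.5 + 0.0001% Tween; 30 min RT. Then Amplex mix (PO/HRP/ThPP), 30 min RT dark, fluorescence. AOA 50uM used as positive control.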
# Luciferase inh: Firefly luciferase inhibition profiling of diverse chemical library using quantitative high-throughput screening; actives 2.5% (n = 76,000); AID 1347043, 2019; Luciferin 4-monooxygenase (Photinus pyralis), P08659; Potency, µM (series often up to 115 µM), for inactives: top-dose activity change, negative = inhibition, most hits filed as inhibitors; purified P. pyralis luciferase, luminescence, biochemical; note: potency is the fitted concentration of half-maximal effect; nearly all actives have a fitted effect of over 65% in size
# Target sequence (P08659 whole entry, looked up): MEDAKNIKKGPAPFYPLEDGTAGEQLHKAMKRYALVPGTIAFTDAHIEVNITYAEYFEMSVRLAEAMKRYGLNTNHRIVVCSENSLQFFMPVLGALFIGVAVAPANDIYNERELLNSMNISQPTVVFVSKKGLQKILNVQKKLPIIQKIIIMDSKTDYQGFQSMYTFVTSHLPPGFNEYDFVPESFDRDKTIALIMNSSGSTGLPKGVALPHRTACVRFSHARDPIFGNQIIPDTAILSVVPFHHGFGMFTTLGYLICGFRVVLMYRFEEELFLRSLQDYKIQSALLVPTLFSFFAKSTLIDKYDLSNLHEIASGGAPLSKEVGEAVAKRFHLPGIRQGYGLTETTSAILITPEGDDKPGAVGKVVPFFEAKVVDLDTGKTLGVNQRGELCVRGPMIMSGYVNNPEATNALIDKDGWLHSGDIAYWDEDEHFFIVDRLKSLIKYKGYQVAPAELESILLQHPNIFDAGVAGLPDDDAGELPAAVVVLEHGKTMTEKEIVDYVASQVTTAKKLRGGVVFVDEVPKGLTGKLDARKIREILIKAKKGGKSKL
#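 Luminescence read by CCD imaging after purified firefly luciferase (10nM final) was added to substrate buffer holding 10uM D-luciferin and 10uM ATP, pH 7.5, pre-dosed with compound.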
# HEK293 tox: Cytotoxic Profiling in HEK 293 Cell Line of Diverse Libraries Using Quantitative High-Throughput Screening; HEK 293 viability, ATP luminescence (CellTiter-Glo), 48-72 h; Potency, µM (series often up to 115 µM), for inactives: at the highest dose activity change, negative = cytotoxicity, hits mostly inhibitors; actives 6.6% (n = 94,000); AID 1345083, 2018; note: potency is the fitted concentration of half-maximal effect; nearly all actives have a fitted effect of over 60% in size
#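 Read-out: CellTiter-Glo ATP luminescence. Cells: HEK 293, 250 cells/well. Exposure: 48 or 72 hr, 37 degree Celsius.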
# HEK293 viab: GF-AFC viability counterscreen for inhibitors of alpha-synuclein gene (SNCA) expression. Potency, µM (top dose mostly 57.1 µM), inactives show top-dose activity change, negative = cytotoxicity, usual class: cytotoxic. HEK-293-SNCA-luc viability, GF-AFC fluorescence, 24 h. actives 0.12% (n = 150,000);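 note: potency is the fitted concentration of half-maximal effect; 0% = DMSO-treated cells and -100% = medium-only wells without cells; nearly all actives have a fitted effect of over 30% in size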
#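 HEK-293-SNCA-luc cells (1500/well) plated 24 h, then exposed 24 h to a dilution series; GF-AFC added 30 min at 37C, fluorescence 405/540 nm; normalised to medium-only and DMSO wells, Hill fit.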
# * hit, by the source's call; i = inactive; ? = inconclusive; . = not tested or not shown; [ ] = dose if it differs, or a comment. Unless noted, calls come from the whole dose curve; as a rule, active = well fitted curve in the direction sought with a large enough effect; inconclusive = small, poorly fitted or top-dose-only effect, or another doubt; inactive = no such curve, though single readings can be large; an effect the other way counts as inactive or inconclusive. Unless noted, % is set by controls: 0 for no effect and ±100 for the full control effect.
SMILES,IP6K1 inh,SNCA expr inh,NIH3T3 tox,GPT2 inhibitor,Luciferase inh,HEK293 tox,HEK293 viab
CCc1cccc(NC(=O)CCS(=O)(=O)c2cc(Br)cc3c2N(C(C)=O)CC3)c1,-8.1,-5.2%,.,.,.,.,-12.9%
Cc1c(F)cccc1NC(=O)N1C[C@@H](F)C[C@H]1C(=O)N1CCCCC1,0.9,29.3%,-24.4%,i,-16.1%,-13.9%,-24.8%
Cn1ncc(N2CCCC(CC(=O)NC3CC3)C2)cc1=O (centres undefined),5.0,10.9%,-1.7%,i,7.1%,7.8%,0.9%
O=C(NC1CCCC1)C1CCCN(Cc2cccc(-c3ccc(F)cc3F)c2)C1 (centres undefined),-7.4,-21.4%,39.8µM*,i,.,39.8µM*,-23.9%
COc1cc(/C=C(\C#N)c2nc3ccccc3n2C)cc(OC)c1OC,26.3,42.9%[activator],.,.,.,.,-3.4%
CCCCCNC(=O)[C@@H]1CCCN1c1ccnc2ccnn12,-5.4,.,?,.,.,?,.
Cc1nc(N2CCC(NC(=O)c3cccc4[nH]ccc34)CC2)cc(C(F)(F)F)n1,-14.8,-9.2%,?,i,2.4%,?,-14.8%
Cn1ncc2c(C(=O)NCCc3ccc(F)cc3)cc(-c3ccc(Cl)nc3)nc21,13.9,?,-32.6%,i,.,-7.9%,-19.1%
COc1ccccc1N1CCN(C(=O)CCc2conc2-c2ccccc2F)CC1,16.2,6.9%,-8.0%,i,-17.1%,?,-1.0%
CC(=O)N1CCn2cc(C(=O)Nc3ccc(Cl)cc3Cl)nc2C1,0.0,111.1%[activator],?,?,.,-27.6%,-2.2%
COCC(=O)N1CCCCCCNC(=O)[C@@H]2CCCC[C@@H]21,-11.8,-2.8%,-13.9%,0.8%,-9.5%,-15.7%,-6.7%
Cc1ccc2nc(Nc3cccc(Cl)c3C)c(-n3nc(C)cc3C)nc2c1,-1.9,11.4%,.,.,.,.,1.5%
CCOC(=O)c1ccc(N2CCN(CCC3c4cccnc4C(=O)N3c3c(C)cccc3C)CC2)cc1 (centres undefined),-1.2,-3.3%[25.6 µM],?,4.0%[27.3 µM],.,35.5µM*,-15.5%[23.9 µM]
Cc1ccc(CNC(=O)C2CCN(S(=O)(=O)N3CCCCC3)CC2)cc1,19.6,10.3%,.,.,.,.,6.4%
CCc1ccc(NC(=O)Cn2cc(S(=O)(=O)c3ccc(F)cc3)c(=O)c3cc(OC)ccc32)cc1,17.4,-7.6%,.,.,.,.,2.7%
O=C(CN(c1ccc(Cl)c(C(F)(F)F)c1)S(=O)(=O)c1ccccc1)N1CCc2ccccc2C1,33.6,?,.,.,.,.,-15.0%
CC(C)COC(=O)Cn1nnc2sc(-c3ccccc3)cc2c1=O,-1.2,11.5%,.,.,.,.,-4.2%
Cc1cccc(-c2ccc3c(c2)C(=O)N2CC[C@H](NC(=O)C4CCCC4)[C@H]2C(=O)N3)c1C,4.4,-28.5%[87.6 µM],?,2.1%[88.5 µM],-6.4%[172 µM],?,-4.7%[87.6 µM]
COc1ccc(CN2CC3(CCN(C(=O)Nc4ccc5c(c4)OCCO5)CC3)C2=O)cc1,-1.3,104.0%[activator],?,i,?,?,-1.9%
Cc1c(C(=O)N2CCC(C)CC2)c(S(=O)(=O)Nc2cccc(C(F)(F)F)c2)c(C)n1C,-5.7,-8.0%,.,.,.,.,?
COc1ccc(-c2nn(-c3ccccc3)cc2CN2CCN3CCCC3C2)c(F)c1 (centres undefined),6.1,31.2%[activator],?,-9.5%,-5.4%,?,-11.1%
Cc1ccc(C2Cn3nnc(C(=O)N4CCN(C(=O)c5cccc(C)c5)CC4)c3CO2)cc1 (centres undefined),-8.0,?,?,i,-8.5%,44.7µM*,?
CN(C)c1cccc(NC(=O)C2=NO[C@@H]3CN(c4cccnc4)C[C@H]23)c1,-16.8,-10.5%[87.6 µM],?,i,-21.4%[172 µM],?,3.2%[87.6 µM]
CCOCc1nc(C2CCCN2C(=O)NCCC(=O)OCC)no1 (centres undefined),-11.2,2.4%,i,i,3.8%,i,-1.7%
CN1CCCN(C[C@@H]2CN(C(=O)CCc3ccc(F)cc3)C[C@@H]2CO)CC1,10.8,3.5%,-2.5%,-5.3%,2.4%,-28.5%,7.9%

# Shown with two lines to a compound: entries from further up
# Results follow in this order: IP6K1 inh	SNCA expr inh	NIH3T3 tox	GPT2 inhibitor	Luciferase inh	HEK293 tox	HEK293 viab
Cc1cccc(-c2ccc3c(c2)C(=O)N2CC[C@H](NC(=O)C4CCCC4)[C@H]2C(=O)N3)c1C
    4.4	-28.5%[87.6 µM]	?	2.1%[88.5 µM]	-6.4%[172 µM]	?	-4.7%[87.6 µM]
COc1ccc(CN2CC3(CCN(C(=O)Nc4ccc5c(c4)OCCO5)CC3)C2=O)cc1
    -1.3	104.0%[activator]	?	i	?	?	-1.9%
Cc1c(C(=O)N2CCC(C)CC2)c(S(=O)(=O)Nc2cccc(C(F)(F)F)c2)c(C)n1C
    -5.7	-8.0%	.	.	.	.	?
COc1ccc(-c2nn(-c3ccccc3)cc2CN2CCN3CCCC3C2)c(F)c1 (centres undefined)
    6.1	31.2%[activator]	?	-9.5%	-5.4%	?	-11.1%

# Continuation:
SMILES,IP6K1 inh,SNCA expr inh,NIH3T3 tox,GPT2 inhibitor,Luciferase inh,HEK293 tox,HEK293 viab
CC(C)Oc1ccc(C(=O)N2CCN(CCc3ccccn3)CC2)cc1,-14.0,33.0%[activator],.,.,.,.,-5.6%
CCCN(CC1CCOC1)C(=O)NC(C)C (centres undefined),0.0,-5.2%,i,-14.7%,0.0%,0.1%,1.3%
CC(C)Cc1noc(-c2ccc(N3CCC(O)CC3)nc2)n1,10.9,?,?,1.5%,0.794µM*,-26.8%,-1.3%
CCN(CC)S(=O)(=O)c1ccc2c(c1)N(CC(=O)N1CCN(c3cccc(Cl)c3)CC1)C(=O)CO2,-2.3,7.2%,.,.,.,.,?
CC(C)(C)OC(=O)N1CCC(c2c(C(=O)N3CCN(C(=O)c4ccco4)CC3)cnn2-c2ccccc2Cl)CC1,-2.4,31.6%[activator],.,.,.,.,24.1%
CNS(=O)(=O)c1cn(CC(=O)Nc2ccc(F)cc2F)cc1S(=O)(=O)NC,-11.8,26.4%,.,.,.,.,2.3%
CCn1ccc(C(=O)N2CCC(F)(c3nc(-c4ccncc4)no3)CC2)n1,-6.2,-12.4%,-12.2%,3.6%,9.2%,?,0.4%
CCOc1ccccc1NC(=O)CCn1cnnn1,-0.3,-16.5%,.,.,.,.,4.3%
COc1ccc2cc3[n+](cc2c1OC)CCc1cc2c(cc1-3)OCO2,11.3,?,.,?,.,.,-13.8%
CCC1CN(C(=O)N2CCC(C(=O)NCCc3cc(OC)ccc3OC)CC2)c2ccccc2O1 (centres undefined),1.3,0.9%,.,.,.,.,-0.9%
CC(C)NC(=O)c1ccc(CSc2nc3ccncc3n2Cc2cccc(F)c2)cc1,-11.4,3.7%,.,.,.,.,0.2%
CNC(=O)C1(NC(=O)c2ccc(CCC(C)(C)O)cc2)CCCCC1,7.3,?,-12.2%,?,-8.2%,-8.9%,3.9%
Cc1cc2c(-c3cccnc3)nc(-c3c(C)noc3C)cc2[nH]1,-14.6,74.7%[activator][87.6 µM],?,?,1.9%[172 µM],?,-21.6%[87.6 µM]
COc1ccc2oc(-c3ccc(NC(=O)c4ccc(Cl)cc4Cl)cc3)nc2c1,-5.6,-2.4%,.,.,.,.,17.2%
COc1cccc(CC(=O)N2CCCCCCNC(=O)[C@H]3CCC[C@H]32)c1,2.6,-28.6%,-5.3%,4.8%,-10.1%,i,-8.8%
C[C@@H]1CN(C(=O)c2cccc(C#N)c2)CC[C@@]1(O)C1CCOCC1,0.0,6.0%,-5.9%,i,0.0%,-20.2%,9.5%
Cc1nc(C)c(C(=O)N2Cc3ccccc3OC3(CCN(C(C)C)CC3)C2)s1,-9.0,-19.5%,-21.5%,-8.2%,.,-6.0%,-14.4%
Cc1ccccc1C(=O)NC1CCN(c2cc(C(F)(F)F)ncn2)CC1,-8.8,-18.5%,-19.3%,4.5%,1.3%,-24.9%,3.7%
O=[S+]([O-])(Nc1ccccc1)c1ccc2c(c1)OCCN(Cc1ccc(F)cn1)C2,-0.5,-15.4%[87.6 µM],?,4.2%[88.5 µM],-11.3%[172 µM],?,-6.1%[87.6 µM]
CC[C@@H]1[C@@H](NC(=O)Cc2csc(C(C)=O)c2)[C@@H]2CCO[C@H]12,4.8,?,1.6%,i,0.0%,-4.0%,0.0%
CCOc1ccc(NC(=O)C(=O)NCCc2sc(-c3ccc(C)cc3)nc2C)cc1,-4.2,72.6%[activator],.,.,.,.,16.8%
COc1ccc(Cl)cc1NC(=O)c1cc2ccc3ccc(C)[nH]c3c2n1,10.6,34.2%[activator],.,.,.,.,4.0%
O=c1c2sc3ccccc3c2n(Cc2ccccc2F)c(=O)n1-c1ccccc1Cl,-14.9,7.3%,.,.,.,.,-11.9%
CCCNC(=O)N1[C@H](c2cccs2)[C@@H](C)C(=O)[C@@H](C)[C@@H]1c1cccs1,7.8,-12.2%,.,.,.,.,-18.5%
CCc1ccc(-c2nc(C3CC(=O)N(c4ccc(OC)cc4)C3)no2)cc1 (centres undefined),-2.9,3.4%,?,i,-10.1%,?,1.2%
# (further entries)
SMILES,IP6K1 inh,SNCA expr inh,NIH3T3 tox,GPT2 inhibitor,Luciferase inh,HEK293 tox,HEK293 viab
CCNC(=O)N1CC2=CC(C)(C)COc3ccc(OC)c(c32)C1,-2.7,.,-29.4%,.,.,?,.
COC(=O)c1cccc(NC(=O)c2ccc3c(c2)N(C)C2CCCCCN2C3=O)c1 (centres undefined),1.8,-20.2%,44.7µM*,i,?,?,11.1%[12.5 µM]
CNC(=O)c1ccn2nccc2c1,-6.8,0.2%[87.6 µM],-9.9%[174 µM],?,-8.5%[230 µM],-20.2%[230 µM],-18.0%[87.6 µM]
CCn1cc(C(=O)N(C)Cc2ccccc2)c(=O)c2cc(S(=O)(=O)N3CCCCC3)ccc21,28.5,93.3%[activator],.,.,.,.,-12.1%
Oc1c(C(c2ccc(Cl)cc2Cl)N2CCCC2)sc2nc(-c3ccco3)nn12 (centres undefined),-23.5,7.9%,.,.,.,.,-11.9%
COc1cccc(S(=O)(=O)N2C[C@@H](C(N)=O)[C@H](C3CCN(C)CC3)C2)c1,-11.4,-21.5%,4.0%,-5.3%,-6.6%,-2.3%,4.3%[12.5 µM]
COc1ccc(CN2C(=O)CO[C@H]3CN(Cc4ccccc4)C[C@H]32)cc1,-8.4,-7.0%[87.6 µM],-35.0%[138 µM],i,-17.6%[172 µM],?,3.0%[87.6 µM]

# Source: PubChem (National Center for Advancing Translational Sciences (NCATS))
